12-hLO inh – inhibitors of human 12-lipoxygenase (ALOX12). P18054. purified 12-hLO, xylenol orange hydroperoxide absorbance. Potency, µM (titrated, usually from 57.1 µM), for the others: top-dose activity change, negative = inhibition, most hits filed as inhibitors. actives 0.12% (n = 150,000); also: potency is read from the fitted curve at half-maximal effect; nearly all actives have a fitted effect of over 55% in size; many of its hits are not listed in these tables
Target sequence (P18054 whole entry, looked up): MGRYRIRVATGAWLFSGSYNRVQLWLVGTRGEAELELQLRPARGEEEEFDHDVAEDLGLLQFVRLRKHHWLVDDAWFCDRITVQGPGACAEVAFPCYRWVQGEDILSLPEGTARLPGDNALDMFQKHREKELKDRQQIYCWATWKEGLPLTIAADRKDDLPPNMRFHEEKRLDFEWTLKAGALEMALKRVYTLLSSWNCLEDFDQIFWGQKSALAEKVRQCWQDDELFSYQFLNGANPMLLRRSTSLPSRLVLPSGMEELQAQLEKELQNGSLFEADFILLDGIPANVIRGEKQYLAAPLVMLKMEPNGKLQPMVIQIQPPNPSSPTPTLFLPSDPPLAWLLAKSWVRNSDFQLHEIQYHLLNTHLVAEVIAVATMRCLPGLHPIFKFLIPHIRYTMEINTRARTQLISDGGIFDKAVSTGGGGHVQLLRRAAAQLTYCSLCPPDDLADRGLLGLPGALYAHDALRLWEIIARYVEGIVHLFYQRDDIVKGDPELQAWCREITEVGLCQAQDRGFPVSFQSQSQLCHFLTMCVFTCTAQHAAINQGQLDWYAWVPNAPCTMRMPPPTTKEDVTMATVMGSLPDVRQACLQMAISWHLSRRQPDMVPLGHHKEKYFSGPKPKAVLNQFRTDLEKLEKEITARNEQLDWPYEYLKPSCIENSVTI
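150 nM 12hLO, 25 mM Hepes pH 7.0 + 0.01% Triton X-100; cpd preinc 15 min RT; 40 uM arachidonic acid, 30 min RT; Fe-XO 30 min; A573/A405 ratio as read-out.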
PNC assembly inh – inhibitors of perinucleolar compartment assembly. PC3M PTB-GFP, PNC prevalence imaging, 16 h; hits give low values. activity change (PNC), negative = inhibition, % at 10 µM. actives 3.1% (n = 140,000). AID 2417;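 active = readout at or below -70, meaning at least 70% loss of cells showing the perinucleolar compartment, a nuclear body marking cancer cells; inconclusive = readout between -30 and a set limit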;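 also: plate controls were DMSO wells for no effect and camptothecin positive control wells for full effect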
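PC3M cells stably expressing PTB-GFP, 750–1000 cells/well, treated 16 h at 37 °C with compound (23 nl of library stock), in duplicate. After paraformaldehyde fixation and Hoechst stain, imaged at 20x; PNC prevalence scored by image analysis.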
15-hLO-2 inh – blocks human 15-lipoxygenase 2 activity. O15296. purified 15hLO-2, xylenol orange hydroperoxide absorbance. actives 0.56% (n = 110,000). Potency, µM (doses to about 57.1 µM), without a hit: at the highest dose activity change, negative = inhibition, most hits filed as inhibitors; also: potency is read from the fitted curve at half-maximal effect; nearly all actives have a fitted effect of over 60% in size; many of its hits are not listed in these tables
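Purified human 15hLO-2 (50 nM) preincubated 15 min with compound, then 45 uM arachidonic acid for 90 min at RT in 25 mM Hepes pH 7.5, 0.01% Triton X-100. Hydroperoxide detected by Fe-xylenol orange; 573/405 nm absorbance ratio.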
IMPase inh – cell-permeable inhibitors of inositol monophosphatase (IMPase). P97697. CHO-M1 cells, IP1 accumulation, HTRF TR-FRET ratio. inhibition (IP1 accumulation), % at 46.1 µM. 120,000 tested, under 10 active. AID 901; active = well fitted curve in the direction sought with a large enough effect in the signal ratio, not every such curve was filed as active; inconclusive = small, poorly fitted or top-dose-only effect, or a change in a side signal; inactive = no such curve, though single readings can be large or run the other way; the % refers to the signal ratio;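 also: cells stimulated with carbachol in lithium chloride buffer; plate controls were DMSO basal wells for no effect and reference inhibitor wells for full effect; higher means more IMPase inhibition seen as more IP1 and lower FRET ratio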
Target sequence (P97697 whole entry, looked up): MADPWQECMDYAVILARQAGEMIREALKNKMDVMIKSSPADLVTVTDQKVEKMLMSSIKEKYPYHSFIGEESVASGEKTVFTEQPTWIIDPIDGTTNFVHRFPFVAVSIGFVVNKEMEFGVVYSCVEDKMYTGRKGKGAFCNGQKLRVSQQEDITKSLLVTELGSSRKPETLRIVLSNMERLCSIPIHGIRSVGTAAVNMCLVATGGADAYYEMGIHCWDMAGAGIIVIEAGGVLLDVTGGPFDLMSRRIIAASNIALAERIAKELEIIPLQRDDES
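In this qHTS, compounds (final up to 46 uM) act on CHO-M1 cells that are then activated through the M1 receptor with carbachol, in pH 7.4 buffer containing 50 mM LiCl, for 30 min. IP1 accumulation is quantified by the IP-One immunoassay.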
Numbers without * were called inactive; ? = inconclusive; · = not tested or not shown; [ ] = another dose, or the depositor's remark. Unless noted, calls follow the shape of the dose curve; as a rule, active = well fitted curve in the direction sought with a large enough effect; inconclusive = small, poorly fitted or top-dose-only effect, or another doubt; inactive = no such curve, though single readings can be large; an effect the other way counts as inactive or inconclusive. Unless noted, % is scaled to controls: 0 for no effect and ±100 for the full control effect. An excerpt. The share of hits here may be higher or lower than overall.

SMILES	12-hLO inh	PNC assembly inh	15-hLO-2 inh	IMPase inh
O=C(CSc1oc(-c2ccc(F)cc2)nc1S(=O)(=O)c1ccc(F)cc1)NCC1CCCO1 (configuration not stated)	5%	246	·	6
CC(=O)c1ccsc1B(O)O	2%	·	14%	·
FC(F)(F)c1cc(-c2cccs2)nc(N2CCOCC2)n1	-9%	?	4%	?
CC(=O)Oc1ccc2c(c1OC(C)=O)OCC1(O)Cc3c(cc(OC(C)=O)c(OC(C)=O)c3OC(C)=O)C21 (configuration not stated)	-10%	·	-29%	·
C=CCn1c2ccccc2c2nnc(SCc3ccc4nonc4c3)nc21	2%	?	6%[2.29 µM]	8
CC12CCC(C(=O)N(CSC(=S)N/N=C\c3ccccc3Cl)C1=O)C2(C)C (configuration not stated)	?	-12	·	-3[0.0738 µM]
Cc1cc(C)cc(NS(=O)(=O)c2ccc(NC(=S)Nc3ccccc3)cc2)c1	-4%	6	·	·
CCOC(=O)Nc1ccc2ncn(C)c(=O)c2c1	5%	?	6%	0
O=C(c1cc2ccccc2oc1=O)N(Cc1cccs1)Cc1cccs1	-6%	-21	·	8
COc1ccc(C(=O)/C=C/c2cccs2)c(OC(=O)c2cccc([N+](=O)[O-])c2)c1	-3%	9	-4%	15
CCCCCOc1ccccc1C(=O)NCCC(=O)O	3%	26	-3%	6
C=CCNC(=O)C1CC(=O)N(c2ccc(OCC(=O)Nc3ccc(OC)cc3)cc2)C1 (configuration not stated)	0%	10	0%	-3
C=C(C)CN=C1SC(C(=O)Nc2sc3c(c2C(=O)OC)CCC3)C(N)=C1C(N)=O (configuration not stated)	-6%	26	·	·
COc1ccc(/C=C2\SC(=NCc3ccccc3)N(Cc3ccccc3)C2=O)cc1OC	4%	28	14%[11.4 µM]	2[1.84 µM]
O=C(c1ccc(Cl)cc1)C1CCN(C(=O)N2CCOCC2)CC1	1%	-5	-1%	3
Nc1ccc2c(c1)C(=O)c1ccccc1C2=O	-2%	·	-7%	·
COc1cc(OC)c(C(=O)CCCN2CCCC2)c(OC)c1	2%	-22	7%[25.6 µM]	-3[20.6 µM]
COc1ccccc1NC(=O)c1ccc(COc2ccc3c(c2)CCC3)cc1	1%	6	·	-6
O=C1CC(NCc2ccc3c(c2)OCO3)C(=O)N1Cc1ccc2c(c1)OCO2 (configuration not stated)	-13%	4	0%	-3
CCOC(=O)c1sc(Nc2ccccc2)nc1C	4%	36	9%	3
CCOc1ccccc1-c1nc(C(N)=O)c2[nH]c(=O)n(-c3ccc(F)cc3)c2n1	-1%	13	0%	-5
COc1ccccc1/C=C/C(=C1/C(=O)N(c2ccccc2)N=C1C)c1ccc(C)cc1	3%	-5	·	1
NS(=O)(=O)c1ccc(CCNC(=O)CN2CCN(c3ccccc3F)CC2)cc1	0%	7	·	·
CCOC(=O)C1=C(C)N(CCO)C(=O)NC1c1ccccc1 (configuration not stated)	-2%	11	4%	3
Cc1cccn2cc(CNC(=O)c3ccco3)nc12	-6%	-14	7%	-7
C=CCON1C(=O)c2ccccc2C1=O	5%	-111*	-1%	1
Clc1cccc(C[n+]2cc(-c3ccccc3)n3c2CCC3)c1	-2%	-12	·	·
CCOn1c(=O)c(-c2cccc([N+](=O)[O-])c2)[n+]([O-])c2ccccc21	4%	?	·	8
Cc1ccccc1Cn1cnc2c(nnn2Cc2ccc(F)cc2)c1=O	-7%	?	4%	10
COc1ccc(NC(=O)CN(C)S(=O)(=O)c2ccccc2)cc1OC	2%	14	8%[11.4 µM]	?
O=S(=O)(NC1CC1)c1ccc(S(=O)(=O)N2CCc3ccccc32)cc1	-8%	-5	16%	10
Cc1ccc(S(=O)(=O)N2CCCCC2)cc1NC(=O)COC(=O)CNC(=O)c1cc(Cl)cc([N+](=O)[O-])c1	-4%	7	·	·
Clc1ccc(CSc2ncnc3nc[nH]c23)cc1	0%	-17	·	·
O=C(CSc1nc(Cc2ccccc2)nc2ccccc12)c1ccc2c(c1)OCCO2	-5%	-6	5%[11.4 µM]	-5[1.84 µM]
Cc1ccc(OC(=O)CCc2c(C)nc3ncnn3c2C)cc1	4%	1	3%	0
CCCNc1nc(C)c(C(C)=O)cc1C#N	5%	-20	-1%	-2
O=C(CSc1ccc(-c2ccccc2)nn1)Nc1ccc2c(c1)OCCO2	-4%	-113*	·	·
CC(C)C1(C(C)C)OC(=O)c2ccccc21	1%	?	·	·
O=C(O)C1=C(C(=O)Nc2ccc(F)c(Cl)c2)CCCC1	4%	?	-14%[11.4 µM]	-7[1.84 µM]
CC1CC(N(C(=O)c2ccccc2Cl)c2ccccc2)c2ccccc2N1 (configuration not stated)	-5%	-3	-20%	12
c1csc(-c2cnc3n2CCCC3)c1	-2%	-18	8%	-3
O=C(CCCSc1nc2ccccc2[nH]1)NC(c1ccccc1)c1ccccc1	1%	61	·	2
c1ccc2c(c1)nc1n2CCS1	1%	13	-5%	5
Cc1cc(=O)oc2ccc(OC(=O)c3cccc(S(=O)(=O)N4CCOCC4)c3)cc12	-11%	0	1%	-2
O=S(=O)(NC1CCCc2ccccc21)c1cnc[nH]1 (configuration not stated)	-5%	7	3%	11

3 of the compounds above, with bars between the fields:
molecule | 12-hLO inh | PNC assembly inh | 15-hLO-2 inh | IMPase inh
O=C(CSc1nc(Cc2ccccc2)nc2ccccc12)c1ccc2c(c1)OCCO2 | -5% | -6 | 5%[11.4 µM] | -5[1.84 µM]
Cc1cc(=O)oc2ccc(OC(=O)c3cccc(S(=O)(=O)N4CCOCC4)c3)cc12 | -11% | 0 | 1% | -2
c1csc(-c2cnc3n2CCCC3)c1 | -2% | -18 | 8% | -3

The results go on:
SMILES	12-hLO inh	PNC assembly inh	15-hLO-2 inh	IMPase inh
COc1ccc(OC)c(NS(=O)(=O)c2ccc(NC(=O)C3COc4ccccc4O3)cc2)c1 (configuration not stated)	-2%	-27	-5%	-2
CCC(C)(C)NC(=O)C(c1cccnc1)N(CCOC)C(=O)Cn1nnc2ccccc21 (configuration not stated)	-6%	-25	-5%	?
COCCNC(=O)CC(NS(=O)(=O)c1ccc(C)cc1)c1ccco1 (configuration not stated)	-5%	-2	-8%	1
O=C(CNC(=O)Cc1ccccc1)N=Nc1c(O)n(Cc2ccc3c(c2)OCO3)c2ccccc12	-5%	?	·	4
COc1ccc(C2=CC(c3ccc(Cl)cc3)n3cnnc3N2)cc1OC (configuration not stated)	-13%	15	-8%	-2
O=S(=O)(c1ccc2c(c1)OCCO2)N1CCC(n2cnc3cc(F)ccc32)CC1	-8%	12	44%[activator]	?
CC(C)(C)c1ccc(-c2noc(CCC(N)=O)n2)cc1	6%	17	14%	-4
Cc1cc(NC(=O)C2CCCC2)nc2c1c(=O)oc1ccccc12	0%	41	-2%	-2
COc1ccc(NC(=O)/C(C#N)=C/c2c(C)nn(-c3ccc(F)cc3)c2Cl)cc1OC	-4%	28	·	·
CCn1c(C(=O)NCc2ccccn2)cc2sccc21	2%	0	-1%	8
CCN(C(=S)NC(=O)CCc1ccccc1)c1ccccc1	3%	?	·	·
Cc1csc(NC(=O)C(Cc2ccccc2)n2cccc2)n1 (configuration not stated)	-1%	55	·	1
COc1cccc(C(=O)Nc2cccc(C(=O)N3CCOCC3)c2)c1	1%	0	7%[2.29 µM]	1
O=C(Cn1nnc(-c2ccccc2)n1)N/N=C/c1cc([N+](=O)[O-])ccc1O	-2%	?	·	-5
Cc1ccc(S(=O)(=O)N2CCCC2C(=O)Nc2ccc(O)cc2)cc1 (configuration not stated)	-1%	4	·	-8
CCOC(=O)CSc1ccc2nnc(-c3cccnc3)n2n1	-4%	?	?	4
CCn1cc(C2C3=C(CC(C)(C)CC3=O)N(c3ccccc3)C3=C2C(=O)CC(C)(C)C3)c(C)n1	-4%	?	·	·
O=C(OCc1cc(Cl)ccc1OC(F)F)c1cc(S(=O)(=O)O)ccc1O	-5%	8	-8%	-22
O=C(NCC1CCCO1)NC12CC3CC(CC(C3)C1)C2 (configuration not stated)	-1%	0	4%	7
C=CCn1c(=N)c(C(=O)OCC)cc2c(=O)n3cc(C)ccc3nc21	-4%	1	-1%	5
O=C1N=c2ccccc2=C1c1[nH]c(=S)[nH]c1O	-3%	30	·	3
Cc1ccc(Cl)cc1NC(=O)Cn1cc(C(F)(F)F)cc(Cl)c1=O	-3%	52	·	·
Cc1ccc(NC(=O)c2ccc(-n3cccn3)c([N+](=O)[O-])c2)cc1	-2%	?	2%	3
COc1cc2c(cc1OC)C1(O)C(=O)c3ccc(O)c(C(=O)O)c3OC1CO2 (configuration not stated)	-4%	·	-2%	·
O=C(Nc1ccc(N2CCOCC2)cc1)c1cccc(S(=O)(=O)N2CCCC2)c1	2%	-15	-2%	28
CCc1nc2ccc(C(=O)Nc3ccc(NC(C)=O)cc3)cc2nc1CC	1%	-27	·	0
C=CCN1C(=O)c2ccccc2Sc2ccc(C(=O)N3CCN(C)CC3)cc21	-3%	22	10%	-1
CNNC(=O)C(C)NC(=O)c1ccc(Br)cc1 (configuration not stated)	0%	69	5%	5
CCn1c(SCC(=O)Nc2nccs2)nnc1-c1ccc(S(=O)(=O)N2CCCCC2)cc1	-1%	34	-3%	6
O=C(c1csnn1)N1CCC2(CCN(Cc3ccccc3)CC2)CC1	2%	·	1%	·
COc1ccc(-c2cc(=O)c3ccccc3o2)cc1	-3%	·	-12%	·
COc1ccc2oc(-c3ccccc3)c(OC)c(=O)c2c1	-5%	·	-4%	-9
COc1ccc(CN(C(=O)CSc2nnc(-c3c[nH]c4ccccc34)o2)c2ccc(F)cc2)cc1OC	-2%	-10	·	23
CC(C)[C@H](N=Cc1ccccc1O)C(=O)O	-3%[11.4 µM]	·	-4%[11.4 µM]	·
CC(=O)N1CCC2(CCCN(Cc3nccs3)C2)CC1	1%	·	-2%	·
COc1ccc(C2C(C#N)=C(SCC(=O)Nc3ccc(C)cc3)NC3=C2C(=O)CC(C)(C)C3)cc1 (configuration not stated)	-10%	7	-10%	-1
Cc1nn(-c2ccccc2)c2sc(C(=O)NNC(=O)COc3cccc4ccccc34)cc12	3%	82	-28%	10
Cc1ccc(OCC(=O)N/N=C/c2ccco2)cc1	1%	13	-4%	2
Cc1ccc(S(=O)(=O)c2c(C)nn(-c3ccccc3)c2OC(=O)c2ccco2)cc1	13%	51	·	·
CCOc1ccc(NC(=O)c2cccc3c2C(=O)N(Cc2cccnc2)C3)cc1	-6%	9	15%	10
O=S(=O)(N/N=C\c1ccc2c(c1)OCO2)c1ccc(Cl)cc1	-8%	0	-2%	-4
O=C(c1ccc([N+](=O)[O-])cc1)N(Cc1ccc(Cl)cc1)N1C(=O)CCCC1=O	-9%	-7	5%	-7
COc1ccc(CN(C(=S)Nc2ccccc2)C2CC(=O)N(c3ccc(F)cc3)C2=O)cc1 (configuration not stated)	-26%	-19	17%	6
COc1ccc2c(c1)C(NC(C)=O)C(=O)N2C (configuration not stated)	-1%	15	-14%	4
COc1cc(C2C(C#N)=C(N)N(c3cccnc3)C3=C2C(=O)CCC3)ccc1O (configuration not stated)	-1%	9	-1%	3
CCOC(=O)c1c(N=CN(C)C)c(C#N)c2n1CCCC2	5%	-11	·	?
CCOC(=O)c1cccc(NC(=O)CCS(=O)(=O)c2ccc(Br)s2)c1	4%	?	-7%	3
CC(C(=O)O)c1n[nH]c(=O)c2ccccc12 (configuration not stated)	2%	26	-1%	2
CCc1ccc(NC(=S)N(CCN2CCCCC2)Cc2ccco2)cc1	-3%	58	·	·

Random excerpt: two compounds from above.
SMILES	12-hLO inh	PNC assembly inh	15-hLO-2 inh	IMPase inh
Cc1ccccc1Cn1cnc2c(nnn2Cc2ccc(F)cc2)c1=O	-7%	?	4%	10
COc1ccc2oc(-c3ccccc3)c(OC)c(=O)c2c1	-5%	·	-4%	-9
